GDH-TPI counter – inhibits GDH-TPI coupling enzymes, artifact for Mtb FBA screen; inhibition, % at 4.8 µM; GDH-TPI coupled enzyme counterscreen, NADH absorbance; AID 588335; 360,000 tested, 1.2% active;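 further: 0% = DMSO wells and 100% = wells lacking the enzyme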
BoNT-F LC inh – inhibitors of Botulinum neurotoxin F light chain protease; Multiplex microsphere protease cleavage assay, flow cytometry; inhibition, % at 10 µM; 360,000 tested, 0.22% active; in the data active means inhibition above about 35%, passing the limit was not always enough; inconclusive means no clear call, values can overlap the other calls; further: plate controls were buffer without enzyme for full effect and enzyme alone for no effect
Mtb UGM inh – Mtb UDP-galactopyranose mutase inhibition; P9WIQ1; purified UGM, fluorescence polarization probe displacement; inhibition, % at 10 µM; 320,000 tested, 0.06% active; in the data active means inhibition above about 10%, passing the limit was not always enough; inconclusive means no clear call, values can overlap the other calls
Target sequence (P9WIQ1 whole entry, looked up): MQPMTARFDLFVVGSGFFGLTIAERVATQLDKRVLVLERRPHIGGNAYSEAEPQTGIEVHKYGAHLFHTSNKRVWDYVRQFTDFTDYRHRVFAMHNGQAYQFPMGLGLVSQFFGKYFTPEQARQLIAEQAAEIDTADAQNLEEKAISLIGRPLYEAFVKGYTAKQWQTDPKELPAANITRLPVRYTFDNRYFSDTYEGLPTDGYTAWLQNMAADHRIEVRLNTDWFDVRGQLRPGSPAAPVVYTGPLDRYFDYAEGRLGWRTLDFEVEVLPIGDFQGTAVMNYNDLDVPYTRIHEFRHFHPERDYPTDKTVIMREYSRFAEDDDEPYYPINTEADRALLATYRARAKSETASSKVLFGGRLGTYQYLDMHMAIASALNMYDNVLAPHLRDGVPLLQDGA
PrPC surface inh – reduces human prion protein on the cell surface; P04156; cell surface PrPC, TR-FRET read-out; inhibition, % at 13.8 µM; 370,000 tested, 0.43% active; AID 720596; in the data active means inhibition above about 24%; further: 0% = median of the test wells and 100% = reference compound wells
CCHFV vOTU inh – blocks the CCHF virus ovarian tumor domain protease; inhibition, % at 11.5 µM; AID 651958; CCHFV vOTU protease, Pep-AMC fluorescence; 370,000 tested, 0.55% active; further: 0% = vehicle wells with enzyme and 100% = no enzyme wells
Mtb BioA inh – inhibitors of Mycobacterium tuberculosis BioA enzyme; 360,000 tested, 0.096% active; inhibition, % at 9.99 µM; purified M. tuberculosis BioA enzyme, plate reader; in the data active means inhibition above about 40%; inconclusive means no clear call, values can overlap the other calls
BoNT A protease – inhibitors of Botulinum neurotoxin A light chain protease; inhibition, % at 10 µM; 360,000 tested, 0.17% active; AID 588499; multiplex microsphere protease substrate cleavage, flow cytometry; in the data active means inhibition above about 30%; inconclusive means no clear call, values can overlap the other calls; further: plate controls were buffer without enzyme for full effect and enzyme alone for no effect
FBA Mtb inh – inhibits M. tuberculosis FBA enzyme; purified M. tuberculosis FBA, fluorescence read-out; inhibition, % at 1 µM; 360,000 tested, 2.3% active; AID 588726; in the data active means inhibition above about 27%;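 further: 0% = vehicle and 100% = reference inhibitor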
Target sequence (P9WQA3 whole entry, looked up): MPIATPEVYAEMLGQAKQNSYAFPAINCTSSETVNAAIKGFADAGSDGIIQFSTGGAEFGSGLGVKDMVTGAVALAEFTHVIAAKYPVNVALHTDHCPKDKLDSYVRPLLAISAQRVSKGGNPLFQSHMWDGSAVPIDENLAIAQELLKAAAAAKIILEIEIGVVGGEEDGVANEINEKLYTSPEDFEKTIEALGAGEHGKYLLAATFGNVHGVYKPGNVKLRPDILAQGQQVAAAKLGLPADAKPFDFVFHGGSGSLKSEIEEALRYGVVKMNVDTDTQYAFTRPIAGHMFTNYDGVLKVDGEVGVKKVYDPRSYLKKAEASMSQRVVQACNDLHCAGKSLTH
FadD28 binding – inhibitors of Mycobacterium tuberculosis FadD28 bisubstrate binding; FadD28 bisubstrate probe binding, fluorescence polarization; 360,000 tested, 0.22% active; inhibition, % at 12.5 µM; in the data active means inhibition above about 8.5%, passing the limit was not always enough; inconclusive means no clear call, values can overlap the other calls
The depositor's hits bear a star; ? = inconclusive; · = not tested or not shown. Unless noted, no stated cut-off is given here; in the data, active means inhibition above about 30%; inactive means the rest.

mol | GDH-TPI counter | BoNT-F LC inh | Mtb UGM inh | PrPC surface inh | CCHFV vOTU inh | Mtb BioA inh | BoNT A protease | FBA Mtb inh | FadD28 binding
Cc1nnc(SCC(=O)NNC(=O)c2ccc(F)cc2)n1Cc1ccccc1 | 7 | -3 | 2.4 | 0 | 8 | 2.5 | 0.5 | 0 | -0.4
Cc1nnc(SCC(=O)NCCN2C(=O)CSC2=O)s1 | -9 | -1 | -2.4 | -4 | -11 | -0.7 | 1.1 | 1 | -3.5
Cc1cc([N+](=O)[O-])cnc1Sc1nccn1C | 6 | -4 | -2.2 | -15 | -1 | · | -0.3 | 1 | -1.4
CC(=O)c1ccc(OCCCCOc2ccc(C(C)=O)cc2)cc1 | -10 | ? | -2.2 | 6 | 8 | 0.1 | 3.2 | 1 | 0.5
Cc1cc(C)nc(N/N=C/c2c(CO)cnc(C)c2O)n1 | 16 | -4 | -2.1 | 4 | 10 | -0.9 | -4.7 | 4 | -3.5
Cc1cccc(OCC(=O)N2CCCc3ccccc32)c1 | 7 | -10 | -1.9 | 3 | 1 | · | -0.9 | -1 | -3.3
O=C(COc1ccccc1F)N1CCCc2ccccc21 | -9 | ? | 0.3 | -8 | 8 | -0.1 | 3.9 | -5 | -2.2
CC(C)(C)C(=O)C(Oc1cccc2nonc12)n1cncn1 (configuration not stated) | 4 | 5 | -1.8 | -2 | 1 | 0.4 | 0.6 | 3 | -2.7
O=C(Nc1cccc2c1CCCC2)c1cc([N+](=O)[O-])ccc1Cl | 7 | -12 | -0.4 | -2 | 10 | · | 0.0 | 3 | -0.4
CCOC(=O)N1CCC(NC(=O)Cn2cccc2C(=O)c2ccccc2C)CC1 | 2 | -2 | -0.1 | -1 | -2 | -1.8 | -1.4 | 2 | -0.8
Cc1cc2c(nn1)CCc1nonc1-2 | -13 | 7 | -3.3 | · | · | · | 0.6 | 6 | -2.4
O=C(c1cccs1)N(Cc1cc2ccccc2[nH]c1=O)CC1CCCO1 (configuration not stated) | -2 | 5 | -0.1 | 8 | -5 | -0.5 | 0.2 | -4 | ·
CC1=C(C(N)=O)C(c2ccc(Cl)c(Cl)c2)n2ncnc2N1 (configuration not stated) | -1 | -6 | -0.7 | -3 | -10 | -0.7 | -0.7 | 3 | -1.0
Cc1ccc(NC(=O)CCc2c(C)nn(-c3ccc(N4CCCCC4)nn3)c2C)cc1 | -3 | 0 | -0.3 | 12 | 15 | 0.5 | -1.2 | -1 | -3.7
CC(C)c1ccc(S(=O)(=O)N2CCN(CC(=O)c3ccc(O)c(O)c3)CC2)cc1 | 11 | · | 0.1 | -4 | 0 | -0.3 | · | -4 | -2.6
Cn1c(CCC(N)=O)nnc1SCC(=O)Nc1ccccc1C(=O)NC1CC1 | 5 | -4 | 3.4 | -6 | -2 | -1.8 | -0.6 | 0 | -0.8
CC(C)(CNC(=O)c1cc2ccccc2o1)N1CCOCC1 | 0 | 10 | 2.4 | -7 | -6 | 1.5 | 0.8 | -1 | -3.7
CCOC(=O)C1(c2ccccc2)CCN(Cc2cccc(C(=O)O)c2)CC1 | -6 | -4 | -1.7 | -6 | 6 | -0.2 | -0.4 | 2 | -2.0
O=C(Nc1ccc2nc3n(c(=O)c2c1)CCCCC3)c1ccccn1 | 18 | -2 | 1.9 | 3 | 15 | 0.9 | -0.2 | -1 | -5.7
O=C(NCc1cccc(F)c1)C1CCC(=O)N(C2CC2)C1 (configuration not stated) | 2 | 10 | 5.4 | 3 | 0 | 0.0 | 1.4 | -2 | 0.2
CCOc1ccccc1Nc1nc(N)nc(CN(C)C2CCCCC2)n1 | -2 | 4 | 1.3 | -2 | 17 | -1.4 | -0.6 | -3 | -2.6
CCOC(=O)N1CCN(C(=O)C[C@@H]2C[C@@]3(C(=O)OCC)CCCC=C3N(Cc3ccc(Cl)cc3Cl)C2=O)CC1 | · | 10 | · | -1 | 1 | · | 0.8 | · | ·
O=C(c1ccc(C(=O)N2CCN(c3ccccc3F)CC2)nc1)N1CCN(c2ccccc2F)CC1 | 9 | -4 | · | 9 | 15 | 0.0 | -0.7 | -3 | -0.4
Cc1ccc(C(=O)Oc2cccnc2)cc1[N+](=O)[O-] | 6 | 4 | 1.2 | -3 | 8 | · | -0.3 | 2 | -4.6
O=C(CS(=O)(=O)Cc1ccccc1)NCc1ccc2c(c1)OCO2 | -1 | -6 | -0.5 | -8 | 24 | -3.7 | -0.3 | 2 | -0.5
CCOc1cc(N2CCOCC2)c(OCC)cc1NC(=O)COc1cccc(Cl)c1 | 2 | -1 | 2.5 | 1 | -1 | -1.2 | -5.7 | 2 | 0.3
O=C(c1ccc(S(=O)(=O)Nc2cccc(C(F)(F)F)c2)cc1)N1CCC1 | -8 | -10 | -1.9 | 3 | 8 | -1.4 | -1.6 | -1 | -1.8
CCOc1ccc(NC(=O)CSc2nnc(C)n2Cc2ccccc2)cc1 | -4 | -9 | -2.6 | 1 | 5 | 0.6 | 0.1 | 1 | -1.4
Cc1ccc(S(=O)(=O)NCCC(=O)N(C)Cc2cccs2)cc1 | 2 | 4 | 1.2 | 11 | 3 | 0.3 | -2.1 | -2 | -1.7
O=C(CCc1ccccc1)NNC(=O)Nc1ccccc1 | 4 | 0 | -0.1 | -6 | 16 | · | 0.5 | -1 | -2.7
CC(C)Oc1ccc(C(=O)NC(=S)Nc2ccc(Cl)c(C(=O)O)c2)cc1 | 6 | 1 | 0.0 | -3 | -4 | · | -0.5 | 1 | -4.4
C=C(C(=O)O)C(CCCCCC)C(=O)O (configuration not stated) | 1 | 3 | 5.1 | 1 | -9 | -0.6 | -0.4 | -1 | -0.3
Cc1ccc(NC(C)C(=O)N/N=C/c2c[nH]c3ccccc23)cc1 (configuration not stated) | 7 | -7 | 2.3 | 6 | 8 | · | -0.6 | 0 | -2.2
O=C(CN(C(=O)CCC(=O)Nc1nccs1)c1ccccc1F)NCc1ccc(F)cc1 | 2 | -1 | 0.5 | -7 | 13 | 1.2 | -1.0 | 0 | -1.2
O=C(c1cccc(F)c1)N1CCN(S(=O)(=O)Cc2ccccc2)CC1 | -2 | -2 | -0.4 | 8 | -9 | -4.2 | -0.1 | -2 | -0.8
Cc1ccnc2nc(C(=O)OCC(=O)N(C)C3CCCCC3)nn12 | 13 | 5 | · | -1 | -9 | 3.3 | -0.2 | 7 | -0.2
Cc1cccc(NC(=O)CCN2CCCC(C)C2)c1 (configuration not stated) | -1 | 12 | -1.2 | -6 | 5 | -0.8 | -3.8 | -1 | -0.8
CCOc1ccc2[nH]c(=O)c(CN(CCO)C(=O)c3ccc(OC)c(OC)c3)cc2c1 | 6 | -4 | -2.7 | 2 | -20 | -1.7 | -0.7 | 6 | -3.6
CSc1ncccc1C(=O)OCC(=O)c1cc(C)n(C)c1C | 4 | 3 | 0.8 | -2 | 4 | -0.5 | 1.4 | -3 | 0.5
CCOC(=O)c1c(NC(=O)CSc2ncccn2)sc2c1CCN(Cc1ccccc1)C2 | -1 | 0 | · | -7 | -3 | · | 1.6 | 3 | -2.8
Cc1ccc(S(=O)(=O)N2CCN(C(=O)COC(=O)c3cccnc3Cl)CC2)c(C)c1 | 8 | 5 | 3.1 | -6 | 9 | 2.0 | 1.2 | 8 | ·
Cn1cnnc1SCC(=O)Nc1ccc(F)cc1F | 9 | -1 | -1.5 | -2 | 2 | · | 0.3 | 4 | -1.1
C/C(O)=C(\C#N)c1nc2ccccc2[nH]1 | 2 | 5 | 3.6 | 0 | 0 | -1.1 | -0.5 | -1 | -1.7
Cc1ccc(Cn2c(N3CCN(CCO)CC3)nc3c2c(=O)n(C)c(=O)n3C)cc1 | -2 | ? | -0.1 | -2 | 6 | -1.4 | -2.7 | 1 | -3.8
Cc1cc([N+](=O)[O-])c(NCCCCCCO)c([N+](=O)[O-])c1 | 8 | -25 | 1.9 | -30 | 3 | 0.5 | -2.5 | -5 | 0.2
Cc1ccc(NC(=O)COC(=O)CCn2c(C)csc2=O)c([N+](=O)[O-])c1 | -2 | -5 | 1.3 | -20 | -5 | · | 1.7 | -2 | -3.2
CCOC(=O)COc1cc(N)c(Cl)cc1Cl | 3 | -1 | -1.5 | 5 | 9 | · | -0.5 | 2 | 0.2
COc1ccccc1-c1oc2ccccc2c1C#CCCCCO | 13 | -2 | -1.6 | -1 | 1 | -0.8 | -0.2 | 31* | -15
N#CC1=C(N)NC(SCc2ccc(Cl)cc2)=C(C#N)C12CCCCC2 | 17 | -9 | -1.8 | 8 | -1 | 20 | -0.4 | 4 | -6.2
CCOc1ccc(CN(C)C(=O)c2ccc(NC(=O)CC3SC(N4CCCC4)=NC3=O)cc2)cc1 (configuration not stated) | 19 | 0 | 0.2 | 6 | -2 | -1.5 | 1.3 | 7 | -3.6
COc1cccc2cc(C(C)N(CCCN3CCOCC3)C(=S)Nc3cccc(C)c3C)oc12 (configuration not stated) | 14 | -3 | -0.1 | -1 | -5 | -1.1 | -0.3 | 0 | -1.2
O=C(NCCc1ccccc1)c1ccc2c(c1)OCCCO2 | 4 | 2 | 1.2 | 9 | -10 | 2.4 | -0.5 | 5 | -0.8
COc1cccc(CNC(=O)C2CCCN(S(=O)(=O)c3cccc4nonc34)C2)c1 (configuration not stated) | 2 | 0 | -1.1 | -17 | -1 | -2.3 | -0.6 | 2 | 0.9
COc1ccc(CCC(C(O)C(F)(F)F)S(=O)c2ccccc2)cc1 (configuration not stated) | -3 | -4 | -1.6 | 1 | 7 | -1.1 | -0.3 | -3 | -2.9
CN=C1S/C(=C\c2ccc(O)c(OC)c2)C(=O)N1C | 26 | · | -0.4 | -20 | 14 | 2.6 | · | -6 | -2.8
COc1ccc(CC2(CO)CCN(Cc3cc4ccccc4o3)CC2)cc1 | -1 | -1 | -0.8 | -6 | 4 | · | -1.1 | -4 | -1.5
CCn1c(N2CCN(Cc3ccc([N+](=O)[O-])cc3)CC2)nc2ccccc21 | -13 | -9 | 0.3 | -12 | 6 | 4.6 | 0.2 | 1 | -1.7
NC(=O)c1cc(Cl)ccc1OCC(=O)N1CCCc2ccccc21 | 7 | 6 | 1.2 | 3 | -7 | 0.5 | -0.3 | -6 | -6.0
NC(=O)CNCCC(c1ccccc1)c1ccccc1 | 1 | -29 | 0.8 | 0 | 6 | -0.3 | -2.8 | 2 | -1.0
CCOC(=O)C1(Cc2ccc(OC)cc2)CCN(C(=O)C2CCCO2)CC1 (configuration not stated) | -2 | 1 | -4.3 | 2 | 0 | · | 0.1 | 1 | -1.5

Further entries follow.
mol | GDH-TPI counter | BoNT-F LC inh | Mtb UGM inh | PrPC surface inh | CCHFV vOTU inh | Mtb BioA inh | BoNT A protease | FBA Mtb inh | FadD28 binding
COc1ccc(S(=O)(=O)Nc2ccccc2C(=O)N2CCOCC2)cc1OC | -2 | 2 | 0.8 | -4 | -4 | -2.3 | 0.0 | -3 | -0.3
CCN1CC2=C(OC(N)=C(C#N)C2c2cccs2)/C(=C/c2cccs2)C1 (configuration not stated) | 8 | -6 | 4.4 | 0 | 4 | 0.9 | 2.6 | -3 | -5.4
Cc1cc(NC(=O)COC(=O)C(C)Oc2ccc(Cl)cc2Cl)no1 (configuration not stated) | -5 | 4 | -0.5 | 7 | -13 | -1.1 | -0.8 | 1 | -0.6
Cc1cc(C)cc(NS(=O)(=O)c2csc(C(N)=O)c2)c1 | 2 | -10 | -0.5 | -3 | 1 | · | 2.0 | 0 | -1.9
Nc1nonc1-n1nnc(C(=O)N/N=C/c2cccc(Cl)c2)c1CSc1ccc(Cl)cc1 | 8 | 2 | 1.2 | -8 | 1 | -0.3 | -1.1 | 1 | -2.4

An excerpt from above, limited to CCHFV vOTU inh, FBA Mtb inh and Mtb UGM inh.
compound	CCHFV vOTU inh	FBA Mtb inh	Mtb UGM inh
Nc1nonc1-n1nnc(C(=O)N/N=C/c2cccc(Cl)c2)c1CSc1ccc(Cl)cc1	1	1	1.2
Cc1cc(NC(=O)COC(=O)C(C)Oc2ccc(Cl)cc2Cl)no1 (configuration not stated)	-13	1	-0.5

Assay outcomes: PubChem BioAssay, several laboratories

Not a hit list. Share with any hit: about 4.8%.
